# Diaph act CS = activates diaphorase or chemically reduces, flagging diaphorase assay artifacts | 0.005% of 190,000 active | AID 1229 | activation factor at 20 µM | Diaphorase/resazurin coupled assay, resorufin fluorescence, 16 min; hits give high values; 1 = vehicle wells, 0 = NADH-free wells;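 active = diaphorase activity raised at least twofold by the compound at 20 µM; inactive = activation factor below 2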
#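 Measured by – red resorufin fluorescence at 544/590 nm excitation/emission · Test system – Clostridium kluyveri diaphorase, purified enzyme · Incubation – reaction time 16 min, room temperature · Buffer or medium – 50 mM HEPES pH 7.4 with 4.542 mM MgCl2, 0.005% Tween 20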
# APP 5'UTR act = APP 5'UTR luciferase reporter activation; SH-SY5Y APP 5'UTR luciferase reporter, luminescence; zero percent = DMSO vehicle wells; activation, % at 2 µM; 1% of 190,000 active;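 active = activation above a set limit, based on mean plus 3 SD of controls, cut at about 140% in these data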; note: values of inactives mirror those of a sister screen read the other way
# STAT1 act = increases IFN-gamma driven STAT1 reporter signal | NIH 3T3 STAT1-luciferase reporter, luminescence; 100% = IFN-gamma alone, no compound | activation (% of control), % at 5.5 µM | 2.6% of 200,000 active;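 active = activation above the screen-wide mean activation plus 3 SD, cut at about 130% in these data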;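 note: raw ratio to IFN-gamma control signal so 100% means no change and 0% no light; values of inactives mirror those of a sister screen read the other way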
# Diaph inh CS = diaphorase inhibition or chemical oxidation counter-screen. inhibition, % at 20 µM. 0.69% of 190,000 active. diaphorase resazurin-to-resorufin fluorescence, NADH, 16 min; bacterial (C. kluyveri) enzyme, not human;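 active = primary screen inhibition at 20 µM above a set limit, cut at about 50% in these data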;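 note: plate controls were DMSO with full reaction for no effect and wells lacking NADH for full effect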
#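 Test system: Clostridium kluyveri diaphorase enzyme / Quantity: diaphorase at 0.14 U/mL in enzyme working solution / Incubation: 16-min room-temperature incubation before reading / Benchmarks: NADH-free wells as positive control, DMSO-only neutral wells / Signal: resorufin fluorescence 544/590 nm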
# TLR4 MyD88 comp = inhibitors of human TLR4-MyD88 binding | HeLa CL3-4 TLR4/MyD88 BLA complementation, FRET ratio | AID 861 | O00206+Q99836 | 0.18% of 200,000 active | inhibition, % at 8.4 µM; in the data active = inhibition above about 25%;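 note: 0% = vehicle and 100% = reference inhibitor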
# Target sequence (O00206 whole entry, looked up): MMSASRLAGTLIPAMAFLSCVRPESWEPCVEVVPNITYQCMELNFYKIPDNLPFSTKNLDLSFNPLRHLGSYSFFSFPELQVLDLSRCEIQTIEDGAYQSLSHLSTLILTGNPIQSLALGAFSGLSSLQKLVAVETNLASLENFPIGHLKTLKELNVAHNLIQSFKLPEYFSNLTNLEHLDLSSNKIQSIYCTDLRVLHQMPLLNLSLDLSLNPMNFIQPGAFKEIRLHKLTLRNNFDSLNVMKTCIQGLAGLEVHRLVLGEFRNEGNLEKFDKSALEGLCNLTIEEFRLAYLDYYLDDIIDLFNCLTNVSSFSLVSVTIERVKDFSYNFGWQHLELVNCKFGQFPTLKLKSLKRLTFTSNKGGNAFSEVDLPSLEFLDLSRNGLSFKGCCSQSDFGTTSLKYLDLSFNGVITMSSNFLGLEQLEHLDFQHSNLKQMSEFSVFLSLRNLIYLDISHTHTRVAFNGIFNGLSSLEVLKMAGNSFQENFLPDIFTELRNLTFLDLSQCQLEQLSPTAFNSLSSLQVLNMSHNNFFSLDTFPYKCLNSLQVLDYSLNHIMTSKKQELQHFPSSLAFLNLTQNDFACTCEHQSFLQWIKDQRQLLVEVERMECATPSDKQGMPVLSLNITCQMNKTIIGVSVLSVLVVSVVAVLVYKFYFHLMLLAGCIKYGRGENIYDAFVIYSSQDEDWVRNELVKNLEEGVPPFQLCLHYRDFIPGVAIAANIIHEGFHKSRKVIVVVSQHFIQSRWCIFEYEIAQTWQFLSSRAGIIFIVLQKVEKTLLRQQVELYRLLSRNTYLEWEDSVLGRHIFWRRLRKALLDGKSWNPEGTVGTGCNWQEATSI
# Target sequence (Q99836 whole entry, looked up): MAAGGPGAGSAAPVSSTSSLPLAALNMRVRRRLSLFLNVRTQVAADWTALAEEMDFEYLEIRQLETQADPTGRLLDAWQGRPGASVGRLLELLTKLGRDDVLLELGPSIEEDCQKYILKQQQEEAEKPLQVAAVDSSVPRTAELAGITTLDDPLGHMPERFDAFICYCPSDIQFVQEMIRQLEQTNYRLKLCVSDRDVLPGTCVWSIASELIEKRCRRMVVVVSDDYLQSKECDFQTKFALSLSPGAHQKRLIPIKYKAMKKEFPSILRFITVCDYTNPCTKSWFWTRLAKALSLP
# FLuc stim CS = firefly luciferase counter-screen for stimulation assays | P08659 | 200,000 tested, under 10 active | activation factor at 10 µM | ATPlite luciferase biochemical, luminescence, 10 min; 0 = ATP-free wells, 1 = DMSO control | AID 1027;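 active = luciferase activation factor, scaled between plate controls, of at least 2 with compound at 10 µM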
#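 System: Luciferase/luciferin detection reagent, cell-free biochemical luciferase assay | Medium: PBS buffer for ATP | Dosing: Test compounds dosed from 2 mM stocks in 100% DMSO | Timing: 10 min at ambient temperature | Signal: Luminescence measurement of luciferase light output | Evaluation: Luciferase activation, seen as luminescence increase over controls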
# FLuc inh counter = counter-screen for luciferase assay inhibitors: firefly luciferase inhibition | P08659 | ATPLite firefly luciferase biochemical luminescence, 10 min | inhibition, % at 10 µM | 1.5% of 200,000 active | AID 1006;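 active = inhibition above about 50% when tested at 10 µM, limit read from the data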
# G6PDH counter = counter-screen for G6PDH assay hits: L. mesenteroides G6PDH inhibition; inhibition, % at 5 µM; AID 1020; 0.12% of 200,000 active; Purified L. mesenteroides G6PDH, diaphorase/resazurin coupled fluorescence, 45 min; in the data active = inhibition above about 50%
# NF-kB expr up = raises NF-kB expression in human neuronal cells; 1.6% of 190,000 active; fold change at 12.5 µM; AID 1239; NF-kB reporter expression; hits give high values; in the data active = fold change above about 3.3
# APP transl inh = APP translation inhibition; SH-SY5Y APP 5'UTR-luciferase reporter, luminescence; inhibition, % at 2 µM; 0.82% of 190,000 active; AID 1285;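 active = inhibition above a set limit, derived from the sample mean plus 3 SD, cut at about 45% in these data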; note: values of inactives mirror those of a sister screen read the other way
# Active calls of the source: *; . = not tested or not shown.
1) O=C(COc1ccc(S(=O)(=O)N2CCOCC2)cc1)Nc1ccc(Cl)c(C(F)(F)F)c1
2) COc1ccc(C(=O)c2coc3ccc(O)c(CN4CCCC4)c23)cc1
3) COc1ccc(-c2ccnc(SCC(=O)Nc3ccccn3)n2)cc1
4) CCCn1c(CNC(=O)c2cccs2)nc2ccccc21
5) O=C(CN1CCCCCC1)Nc1ccc(Oc2ccccc2)cc1
6) CCCC(=O)n1nc(-c2ccccc2)nc1SC
7) O=C(O)CCCC(=O)Nc1nc(-c2ccc(F)cc2)cs1
8) CC(C)(C)N(Cc1ccccc1)C(=O)CSc1nnc(CNc2ccc(F)cc2)o1

assay / entry	1	2	3	4	5	6	7	8
Diaph act CS	0.7	0.9	1	0.7	0.9	0.9	1.1	0.8
APP 5'UTR act	-14	19	0	11	24	9	12	-16
STAT1 act	94	100	101	103	110	98	97	96
Diaph inh CS	26	6	2	29	13	11	-8	22
TLR4 MyD88 comp	3	-1	-9	20	6	5	6	6
FLuc stim CS	1	1	1	1	1	1.1	0.9	1.1
FLuc inh counter	-3	0	-2	-3	-2	-6	6	-12
G6PDH counter	-7	0	7	1	-3	3	-5	4
NF-kB expr up	0.73	1.4	1.1	1	1.3	1.3	1	1
APP transl inh	14	-19	0	-11	-24	-9	-12	16

9) Cc1cccc(C(=O)NN2C(=O)C3C(c4ccccc4)C=CC(c4ccccc4)C3C2=O)c1 (stereo not drawn)
10) O=S(=O)(Nc1ccccc1)c1ccc(F)cc1
11) Cc1ccc(S(=O)(=O)N(C)CC(=O)O/N=C(\N)c2ccc([N+](=O)[O-])cc2)cc1
12) CCCN(CC1CC1)C(=O)CSc1nnc(-c2cc(-c3cccs3)nc3ccccc23)o1
13) CCCCN1C(=O)/C(=C2/C=CC=CN2C)SC1=S
14) O=C(CCN1C(=O)c2ccccc2C1=O)Nc1sc2c(c1C(=O)NCC1CCCO1)CCC2 (stereo not drawn)
15) Cc1cnc(C(=O)OCC(=O)Nc2cccc(Cl)c2)cn1
16) N#CC1=C(N)Oc2cc(O)c(C=Nc3ccccc3)cc2C1c1ccccc1 (stereo not drawn)

assay / entry	9	10	11	12	13	14	15	16
Diaph act CS	0.9	0.9	0.8	0.9	0.9	0.9	0.9	0.9
APP 5'UTR act	16	16	-10	-17	32	-8	23	9
STAT1 act	92	98	106	100	101	107	101	102
Diaph inh CS	15	5	17	7	13	6	14	9
TLR4 MyD88 comp	4	5	-18	-1	-16	-13	4	0
FLuc stim CS	1.1	1.1	1	1	1	1.1	1.1	1
FLuc inh counter	-6	-6	-5	0	-1	-6	-5	-4
G6PDH counter	1	4	3	0	0	2	4	-11
NF-kB expr up	0.98	1.4	0.76	0.34	1.7	0.78	1.5	1.2
APP transl inh	-16	-16	10	17	-32	8	-23	-9

# Next part (two carried over from the part before).
15) Cc1cnc(C(=O)OCC(=O)Nc2cccc(Cl)c2)cn1
16) N#CC1=C(N)Oc2cc(O)c(C=Nc3ccccc3)cc2C1c1ccccc1 (stereo not drawn)
17) CN(CC1CCCO1)S(=O)(=O)c1ccc(C(=O)Nc2nc3cc4c(cc3s2)OCO4)cc1 (stereo not drawn)
18) COc1ccc(N2CCN(c3cc(C)c4ccc(O)cc4n3)CC2)cc1
19) COc1cccc(N2CCN(C3CC(=O)N(c4cccc(Cl)c4)C3=O)CC2)c1 (stereo not drawn)
20) CN1C=CC=C/C1=C1\SC(=S)N(CC(=O)O)C1=O
21) Cc1cc(/C=C(\C#N)C(=O)OCC(=O)Nc2ccc(OC(F)F)cc2)c(C)n1CC(C)C
22) CC(=O)Oc1ccc(C(=O)Nc2cc(NC(=O)c3ccc(OC(C)=O)cc3)cc(C(=O)NC(C)(C)C)c2)cc1
23) Cc1ccc(-c2nc3n(n2)Cc2ccccc2-3)cc1
24) CC1CCCN(C(C(=O)Nc2ccc3c(c2)OCO3)c2ccccc2)C1 (stereo not drawn)

assay / entry	15	16	17	18	19	20	21	22	23	24
Diaph act CS	0.9	0.9	.	0.8	0.8	0.9	0.8	0.8	1	0.9
APP 5'UTR act	23	9	1	31	-11	-9	20	-6	197*	6
STAT1 act	101	102	94	102	98	101	103	103	78	.
Diaph inh CS	14	9	.	15	18	14	21	24	1	9
TLR4 MyD88 comp	4	0	0	-4	11	10	2	-9	-8	.
FLuc stim CS	1.1	1	.	1	1	1	1	1	0.1	1.1
FLuc inh counter	-5	-4	.	-4	-3	-1	-3	-4	92*	-8
G6PDH counter	4	-11	.	2	6	9	-16	-4	0	10
NF-kB expr up	1.5	1.2	.	0.83	1.2	1.3	1.4	1	4.2*	0.98
APP transl inh	-23	-9	-2	-31	11	9	-20	6	-197	-6

25) CCCNC(=O)C1CCN(S(=O)(=O)c2ccc(-c3nn[nH]n3)cc2)CC1
26) COc1ccc(NC(=O)Cc2c(SC)c3ccccc3n2Cc2ccccc2)cc1
27) O=C(CN1C(=O)c2ccccc2S1(=O)=O)Nc1cccnc1
28) COc1ccc(C2=CC(=O)CC(c3ccc(OC)cc3)C2)cc1 (stereo not drawn)
29) CO/N=C/c1ccc(Oc2ccc(C)cc2)c([N+](=O)[O-])c1
30) COc1ccc([N+](=O)[O-])cc1/C=N/Nc1nc(N2CCCCC2)nc(N2CCCCC2)n1
31) Cc1sc2nc3n(c(=O)c2c1C)CCCS3
32) Cn1c(=O)oc2cc(S(=O)(=O)NCc3ccccc3)ccc21

assay / entry	25	26	27	28	29	30	31	32
Diaph act CS	0.8	0.9	0.9	0.7	0.9	0.9	0.8	0.9
APP 5'UTR act	.	-9	-14	13	31	-9	-2	1
STAT1 act	104	106	96	105	107	104	99	94
Diaph inh CS	16	9	9	28	7	10	19	5
TLR4 MyD88 comp	-2	-38	6	-4	-2	3	9	0
FLuc stim CS	1.1	1	1	1.1	1	1.1	1	1.1
FLuc inh counter	-5	2	-4	-8	3	-6	2	-8
G6PDH counter	3	5	8	8	11	6	-1	17
NF-kB expr up	1.1	1.2	1.2	1.1	1.4	0.61	1.4	0.98
APP transl inh	.	9	14	-13	-31	9	2	-1

33) CCOC(=O)/C(=C/c1ccco1)NC(=O)c1ccc(Br)o1
34) CCOC(=O)C(O)(CC(=O)Nc1ccc(Cl)cc1Cl)C(F)(F)F (stereo not drawn)
35) COc1ccc(C2=NN(C(=O)c3cccs3)C(c3ccccc3OC)C2)cc1OC (stereo not drawn)
36) Cc1nn2c(-c3ccc(Cl)cc3Cl)nnc2s1
37) CCC(=O)Nc1ccc2c(c1)nc(CN1CCCCC1)n2C
38) CC(=O)NC1C(=O)N(CCc2ccccc2)c2ccccc21 (stereo not drawn)
39) O=C1N2CN(C(c3ccccc3)c3ccccc3)CN=C2SC1(CO)CO
40) CCN(CC)CCN(C(=O)c1cccc(N2C(=O)CCC2=O)c1)c1nc2cc3c(cc2s1)OCO3

assay / entry	33	34	35	36	37	38	39	40
Diaph act CS	1	0.9	0.8	0.9	0.9	0.9	1	1
APP 5'UTR act	5	9	6	-7	12	16	12	-5
STAT1 act	100	118	75	95	98	106	96	100
Diaph inh CS	5	14	16	5	14	7	4	1
TLR4 MyD88 comp	-4	17	-5	4	-2	-25	4	-3
FLuc stim CS	1.1	1	1	1	1	1	1	1
FLuc inh counter	-8	-3	-2	-5	1	4	-2	-2
G6PDH counter	6	5	-4	10	14	2	5	-1
NF-kB expr up	0.95	1.1	0.63	0.99	0.94	1.2	0.92	1.4
APP transl inh	-5	-9	-6	7	-12	-16	-12	5

# 2 compounds picked at random from the list so far, as already listed:
39) O=C1N2CN(C(c3ccccc3)c3ccccc3)CN=C2SC1(CO)CO
34) CCOC(=O)C(O)(CC(=O)Nc1ccc(Cl)cc1Cl)C(F)(F)F (stereo not drawn)

assay / entry	39	34
Diaph act CS	1	0.9
APP 5'UTR act	12	9
STAT1 act	96	118
Diaph inh CS	4	14
TLR4 MyD88 comp	4	17
FLuc stim CS	1	1
FLuc inh counter	-2	-3
G6PDH counter	5	5
NF-kB expr up	0.92	1.1
APP transl inh	-12	-9

# Following part
41) O=C(COc1ccccc1Cl)NNC(=O)C1CCCO1 (stereo not drawn)
42) O=C(/C=C/c1ccccc1[N+](=O)[O-])N1CCN(C(=O)c2ccco2)CC1
43) Cc1cccc(C(=O)N/N=C/c2ccccn2)c1
44) CC(=O)Nc1ccc(S(=O)(=O)NCC(=O)OCC(=O)N2CCCc3ccccc32)cc1
45) O=C(Cc1ccccc1)Nc1ccc(NC(=O)c2cccs2)cc1Cl
46) O=C(NCCCc1ccccc1)c1cnc2n(c1=O)CCS2
47) COc1cccc(CN2CCC(C(=O)N3CCN(c4ccccc4F)CC3)CC2)c1OC
48) CSC(=S)N/N=C/c1ccccc1

assay / entry	41	42	43	44	45	46	47	48
Diaph act CS	0.9	1.1	0.8	0.9	0.9	1	0.9	0.3
APP 5'UTR act	5	-1	22	2	23	47	-1	13
STAT1 act	91	103	136*	101	95	139*	104	94
Diaph inh CS	10	-9	18	9	14	-3	13	73*
TLR4 MyD88 comp	3	1	-1	3	12	5	7	-4
FLuc stim CS	1	1	0.5	1	1	1.1	1.1	1
FLuc inh counter	-2	2	51*	0	-4	-5	-6	-5
G6PDH counter	1	4	6	2	5	-11	8	3
NF-kB expr up	1.2	1.1	1.7	0.96	1.2	1.9	1.2	1
APP transl inh	-5	1	-22	-2	-23	-47	1	-13

49) COC(=O)c1cc(Br)ccc1OC(=O)c1cccnc1
50) Cc1cc(=O)[nH]c(SCC(=O)Nc2ccc(S(N)(=O)=O)cc2)n1
51) Cc1ccc(-c2cnc(NC(=O)CCC(=O)N3CCCCC3)n2C)cc1
52) CCOc1ccc(-c2cc(C(=O)N3CCN(C)CC3)c3ccccc3n2)cc1
53) COC(=O)C(C#N)c1nc2ccccc2nc1N1CCCC1 (stereo not drawn)
54) Cc1ccc(NC(=O)C2CCCN(S(=O)(=O)c3cnc[nH]3)C2)cc1F (stereo not drawn)
55) CCN(CC)C(=O)Cn1cc(S(=O)(=O)CC(=O)NC2CCCCC2)c2ccccc21
56) CCOC(=O)c1c(SC)nc(SC)c2c1CCC2
57) O=C(COC(=O)C1(c2ccc(Cl)cc2)CCCC1)Nc1ncc(C(F)(F)F)cc1Cl
58) CCc1nnc(NC(=O)CSc2nnc(-c3ccco3)n2CC)s1
59) COc1ccc(Br)cc1C(=O)Nc1ccc(C(=O)NCC(C)C)cc1

assay / entry	49	50	51	52	53	54	55	56	57	58	59
Diaph act CS	0.8	0.7	0.9	1	0.9	0.9	1	0.9	0.8	0.8	0.9
APP 5'UTR act	-7	-16	4	37	-17	13	7	1	0	15	-18
STAT1 act	100	98	95	117	99	105	99	95	99	96	90
Diaph inh CS	24	25	11	0	13	10	2	12	17	16	9
TLR4 MyD88 comp	5	-14	2	7	6	-6	-3	-8	1	0	4
FLuc stim CS	1	1.1	1	0.2	1	1	1.1	1	1	1.1	1
FLuc inh counter	-3	-6	2	83*	2	-2	-6	-5	-3	-8	0
G6PDH counter	1	10	10	5	6	-10	0	-25	-9	1	16
NF-kB expr up	1	0.89	1.1	2	0.75	0.91	0.83	1	0.83	0.94	0.72
APP transl inh	7	16	-4	-37	17	-13	-7	-1	0	-14	18

# High-throughput results deposited in PubChem BioAssay by several laboratories.
